F508del corr – CFTR F508del correction in bronchial cells; CFBE cells, YFP halide quenching; stimulated with forskolin plus potentiator P3; % fluorescence drop versus neutral controls; activity (quench increase), % at 7.58 µM; 350,000 compounds, 0.36% hits;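 active = mean added fluorescence quench of at least 8% versus neutral control, with both replicates also reaching 8%; inconclusive = only one of the mean or replicate conditions met; inactive = mean below 8% and not both replicates reaching 8%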;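 also: cells transiently co-express mutant CFTR-F508del with the halide-sensitive YFP; corrector assay measuring rescue of mutant channel to the surface after 24 h compound exposure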
ARNT-TACC3 inh – ARNT/TACC3 interaction disruption | Q9Y6A5 | AID 623870 | inhibition, % at 9.99 µM | 390,000 compounds, 0.66% hits | AlphaScreen His-ARNT PAS-B/GST-TACC3 binding, luminescence; TACC3 fragment carries E629A point mutation;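 active = mean inhibition of replicates at least 50% and at least half of replicates each reaching 50%; inconclusive = half or more replicates reach 50% but mean below 50%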;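 also: 0% = complete ARNT plus TACC3 wells and 100% = ARNT alone without TACC3; many hits fall short of the cut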
PAX8 inh HTS – inhibitors of PAX8 transcriptional activity in RMG-I cells; RMG-I TPO-luciferase reporter, SteadyGlo, 24 h; inhibition, % at 12.6 µM; 360,000 compounds, 1.2% hits; AID 652154;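 active = mean replicate inhibition at least 60% with every replicate also reaching 60%; inconclusive = only one of the two criteria is met; inactive = mean below 60% and not all replicates reaching 60%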;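 also: luciferase light reporting Pax8 driven TPO promoter activity; plate controls were median of neutral control wells for no effect and mitoxantrone controls for full effect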
EWS-Fli inh – blocks EWS/Fli oncoprotein-driven transcription | A673 NR0B1-luciferase reporter, viability-normalised | inhibition, % at 12.6 µM | 350,000 compounds, 0.67% hits | AID 651661;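 active = mean inhibition of at least 50% after viability correction, with every replicate also passing that limit; inconclusive = mean reaches 50% but only one of two replicates passes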;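 also: firefly luciferase signal divided by Alamar Blue viability fluorescence both relative to DMSO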
Xi reactivation – reactivates the inactive X chromosome in mouse fibroblasts; activation, % at 7.58 µM; 360,000 compounds, 0.055% hits; AID 743238; XiGFP mouse fibroblasts, % GFP-positive cells imaging, 3 d; cells co-treated with 5-aza-dC sensitizer; scaled so ellipticine positive control = 100%;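 active = mean normalized replicate activation at least 10% and every replicate at or above 10%; inconclusive = only one of the two criteria met; inactive = mean below 10% and not all replicates reach 10%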;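 also: 0% = median of on-plate neutral control wells and 100% = ellipticine 6 µM median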
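Material: XiGFP fibroblasts, SV40-immortalized; Buffer or medium: DMEM containing 5-aza-dC; Compound dosing: single point; Times: 3 days compound exposure.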
DENV2 CPE rescue – protects cells from dengue virus 2 cytopathic effect. DENV2-infected cells, cytopathic effect rescue, plate reader. CPE inhibition, % at 9.99 µM. 350,000 compounds, 1.7% hits; in the data active = CPE inhibition above about 20%, passing the limit was not always enough; inconclusive = no clear call, values can overlap the other calls; tested in BHK-21 cells;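 also: 0% = median of neutral control wells and 100% = median of positive control wells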
ERp5 inh – blocks human ERp5 reductase activity on insulin; Q15084; ERp5 insulin aggregation, absorbance 650 nm, 90 min; inhibition, % at 9.99 µM; 350,000 compounds, 0.05% hits; AID 651711;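 active = mean replicate inhibition above about 25%, with every replicate also reaching it, limit read from the data, passing the limit was not always enough; inconclusive = only one of those two criteria met; inactive = neither criterion met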
Target sequence (Q15084 whole entry, looked up): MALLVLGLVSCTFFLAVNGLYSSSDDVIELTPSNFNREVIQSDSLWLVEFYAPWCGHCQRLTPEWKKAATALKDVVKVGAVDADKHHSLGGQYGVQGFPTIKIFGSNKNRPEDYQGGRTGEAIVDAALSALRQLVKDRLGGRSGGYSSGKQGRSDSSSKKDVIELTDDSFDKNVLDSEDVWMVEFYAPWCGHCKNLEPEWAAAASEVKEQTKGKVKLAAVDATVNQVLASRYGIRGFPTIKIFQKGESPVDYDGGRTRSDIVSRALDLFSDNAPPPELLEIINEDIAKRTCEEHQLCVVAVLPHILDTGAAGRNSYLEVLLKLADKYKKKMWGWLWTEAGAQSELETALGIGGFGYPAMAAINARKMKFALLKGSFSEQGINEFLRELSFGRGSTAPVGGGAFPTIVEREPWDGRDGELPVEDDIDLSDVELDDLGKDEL
INS-1E GSIS act – GLuc luminescence reporter in INS-1E cells, primary screen for activators of glucose-dependent secretion of insulin. INS-1E GLuc reporter insulin secretion, 2-3 h. activation, % at 16.6 µM. 370,000 compounds, 0.61% hits. AID 743287;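 active = lowest replicate activation of at least 40%, so every replicate reaches that level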;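 also: 0% = median of neutral control wells and 100% = median of IBMX positive control wells; some compounds called inactive have numbers as strong as hits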
Active calls of the source: *; u = inconclusive; x = no result given.

smiles,F508del corr,ARNT-TACC3 inh,PAX8 inh HTS,EWS-Fli inh,Xi reactivation,DENV2 CPE rescue,ERp5 inh,INS-1E GSIS act
C[C@@H]1CCCCO[C@H](CN(C)C(=O)Nc2ccc3c(c2)OCO3)[C@@H](C)CN([C@@H](C)CO)C(=O)c2cc(NC(=O)CCC(F)(F)F)ccc2O1,2.4,2,x,-4,-0.9,-2,3,-5
O=C(Cn1c(=S)[nH]c2ccccc2c1=O)N1CCc2ccccc2C1,0.6,18,8,1,0.3,-15,-4,12
CC1CCN(C(=O)CN2C(=O)C(=O)N(C(C)C)C2=O)c2ccccc2S1 (stereo not drawn),-2.2,-16,7,6,0.1,19,0,27
COc1cccc(S(=O)(=O)N[C@H]2C=C[C@H](CC(=O)NCc3ccncc3)O[C@H]2CO)c1,-1.1,x,x,x,0.1,28*,-5,9
O=C(CSc1nnc(-c2ccc3c(c2)OCO3)o1)Nc1ncc(C(F)(F)F)cc1Cl,-1.5,1,-13,-9,-0.1,-3,-4,-2
CCN1CCc2c(sc(NC(=O)c3ccc(S(=O)(=O)N(C)CC4CCCO4)cc3)c2C(N)=O)C1 (stereo not drawn),4.5,-4,x,-1,0.1,-2,-3,-2
COCCNC(=O)c1cccc(OC2CCN(Cc3ccccc3OC(F)F)CC2)c1,1.4,-22,21,20,0.1,1,-11,-21
C/C=C/c1ccc2c(c1)O[C@@H](CN(C)C(=O)C1CC1)[C@H](C)CN([C@H](C)CO)S2(=O)=O,-3.2,x,x,6,-0.8,x,x,0
COc1ccccc1CCNC(=O)CSc1nnc2ccc(-c3ccncc3)nn12,1.0,1,10,-10,0.0,-3,-3,0
COc1cccc(C(=O)Nc2nnc(CCS(=O)(=O)c3ccc(C)cc3)s2)c1,-3.2,-34,-7,-1,0.2,-3,-5,8
Cc1ccccc1OC(C)C(=O)N1CCN(c2ccccn2)CC1 (stereo not drawn),-0.8,0,9,0,0.0,5,0,11
O=C(OCc1ccccc1F)c1cnc(Cl)c(Cl)c1,1.5,0,-16,5,0.0,-2,4,9
CCCNC(=O)CSc1n[nH]c(=O)n1CCc1ccccc1,0.0,3,16,-1,0.0,u,-2,5
Cc1ccc(N(CC(=O)Nc2cc(C)cc(C)c2)S(=O)(=O)c2c(C)noc2C)cc1,-0.5,-4,16,25,0.2,3,3,-23
O=C(CN1CCOCC1)N(CC1CCC1)C[C@H]1N[C@H](CO)[C@@H]1c1ccccc1,0.8,x,x,-2,0.4,6,-3,-9
O=C(CN1C(=O)c2cccc([N+](=O)[O-])c2C1=O)N1CCN(S(=O)(=O)c2ccccc2)CC1,-1.1,3,1,-6,0.0,7,3,29
Cc1csc(NC(=O)c2ccc(S(C)(=O)=O)cc2)n1,0.2,0,-62,-46,-0.1,-2,6,-6
C/C(=N/NC(=O)c1ccco1)c1ccc(NC(=O)c2ccc(F)cc2)cc1,x,-11,-179,x,0.1,x,x,2
CO[C@@H]1CN(C)C(=O)c2cc(NS(C)(=O)=O)ccc2OC[C@@H](C)N(Cc2ccccn2)C[C@H]1C,0.3,x,x,0,0.0,x,x,-1
COc1ccc(S(=O)(=O)NCC2CCC(C(=O)NCc3cccnc3)CC2)cc1 (stereo not drawn),-0.9,-4,14,13,0.2,4,4,-3
CCc1nc2nc(C)c(NS(=O)(=O)c3ccc4c(c3)CCCC4)c(=O)n2[nH]1,-1.6,-3,4,-6,0.5,16,15,-2
COc1ccc(CCn2nc(C)c([N+](=O)[O-])c2C)cc1,-0.6,-1,-146,x,0.1,7,-1,7
CC(C)C#Cc1ccc2c(c1)O[C@@H](CN(C)C(=O)C1CCCCC1)[C@H](C)CN([C@@H](C)CO)S2(=O)=O,-2.1,x,x,28,-0.8,x,x,-6
COc1ccc(S(=O)(=O)Nc2ccc3c(c2)C(=O)N([C@H](C)CO)C[C@@H](C)[C@H](CN(C)C(=O)C2CCCCC2)OCCCC[C@H](C)O3)cc1,-4.4,18,-18,5,-0.5,5,4,-30
COc1cc(C(=O)NCC(=O)N/N=C/c2cccc(OC(=O)c3ccco3)c2)cc(OC)c1OC,0.8,x,22,9,0.0,x,0,-14
C[C@@H]1CN([C@@H](C)CO)C(=O)c2cc(NC(=O)C3CCCCC3)ccc2O[C@@H](C)CCCCO[C@H]1CN(C)C(=O)Nc1ccc2c(c1)OCO2,0.2,-5,-21,3,0.0,-6,4,-7
Cc1ccc(C)c(N2C(=O)CC(Cc3ccc(Br)cc3)C2=O)c1 (stereo not drawn),-0.2,-2,3,0,-0.1,-5,1,-5
C[C@H](CO)N1C[C@H](C)[C@H](CN(C)C(=O)C2CCC2)Oc2ncc(-c3cccc(C#N)c3)cc2C1=O,-0.5,-9,-12,-4,-0.3,-5,4,2
CC(Sc1ccc(Cl)cc1)C(=O)NNC(=O)c1ccncc1 (stereo not drawn),0.2,x,0,-3,-0.1,-1,2,-12
COC(=O)C1CCN(C(=O)COC(=O)CCc2nc3ccccc3c(=O)[nH]2)CC1,1.6,1,6,2,0.1,-6,3,x
N#C/C(=N\Nc1ccccc1F)c1nc(-c2ccccc2)cs1,-1.1,1,-3,-5,0.3,8,-2,10
O=C(CCCCCn1c(=S)[nH]c2ccc(N3CCOCC3)cc2c1=O)NCc1ccc2c(c1)OCO2,-1.0,2,28,8,0.0,9,4,9
COc1ccc(NC(=S)N(CCCN2CCCC2)Cc2cccn2Cc2ccc(Cl)cc2)cc1Cl,-5.0,5,8,0,-0.2,-17,2,-27
COCC(=O)NC[C@H]1[C@@H](c2ccccc2)[C@H](CO)N1C(C)=O,1.0,-9,-7,-4,0.2,-8,-4,2
CCc1nnc(NC(=O)c2n[nH]c(=O)c3ccccc23)s1,0.1,0,17,11,-0.2,-2,6,31
Cc1ccc(NC(=S)Nc2cc(C(=O)O)ccc2N2CC3CC(C2)c2cccc(=O)n2C3)cc1C (stereo not drawn),-1.5,24,-18,-1,0.0,-4,-7,-9
O=C(CCc1c[nH]c2ccccc12)N/N=C/c1ccc2c(c1)OCO2,1.9,x,-12,-15,0.0,-11,-3,-4
C=CCN(C(=O)c1csnn1)C(C(=O)NCc1ccc(F)cc1)c1cccs1 (stereo not drawn),-2.7,-12,16,x,-0.1,-2,-1,-20
O=C(NC(CC(=O)N1CCN(c2ccccc2O)CC1)c1ccccc1)c1ccccc1Cl (stereo not drawn),5.8,-6,8,-2,0.1,u,x,-7
CCCNC(=O)N[C@H]1C=C[C@H](CC(=O)NC2CCCCC2)O[C@H]1CO,0.8,4,-8,0,-0.7,2,-8,5
CC(C)C[C@H]1CN([C@@H](Cc2ccccc2)CN2CCC[C@@H]2CN2C(=O)C(=O)NC[C@@H]2Cc2ccc(O)cc2)C(=O)C(=O)N1CC1CCCCCC1,-0.9,x,5,2,0.1,u,8,-2
O=C(COc1ccc([N+](=O)[O-])cc1)NNC(=O)c1cccnc1,1.0,1,-9,-3,0.4,-1,1,5
C[C@@H](NC(=O)C[C@H]1C[C@@H]2c3cc(NC(=O)NC4CCCC4)ccc3O[C@@H]2[C@H](CO)O1)c1ccccc1,-2.8,-9,-8,4,0.6,6,-1,-4
Cc1cccc(C)c1NC(=O)CN(C)C(=O)Cc1cccc(C(F)(F)F)c1,-0.8,1,-2,3,0.2,9,1,15
CCCNC(=O)N(C)C[C@H]1Oc2ncc(C3=CCCC3)cc2C(=O)N([C@@H](C)CO)C[C@@H]1C,-0.7,-5,-12,2,-0.9,0,-2,-1
O=C(/C=C/c1cccs1)NCc1cccnc1,x,-9,-13,x,-0.1,x,x,9
CC1=C(C(=O)OC(C)(C)C)C(c2ccc3ccccc3c2)NC(=O)N1C (stereo not drawn),-1.7,0,-6,12,0.1,1,3,-25
COc1ccc(C(=O)Nc2c(N)nc(SCC(=O)Nc3ccc(NC(C)=O)cc3)[nH]c2=O)cc1,2.5,10,-8,1,0.0,0,-1,-13
CC(=O)NS(=O)(=O)c1ccc(N/C(N)=N/c2nc(C)cc(C)n2)cc1,-2.4,-6,32,15,0.0,7,2,-8
Cc1c(C(=O)NCCN(C)C)n(C)c(=O)c2ccccc12,0.8,x,-13,1,0.7,u,4,0
CCCCNC(=O)C1CCN(c2nc(C)cc(C)n2)CC1,1.2,3,3,-3,-0.1,1,0,0
Cc1ccc(S(=O)(=O)N(C)c2ccc(OCC(=O)OCc3nnc(-c4ccccc4)o3)cc2)cc1,-3.1,-2,-17,-7,0.3,4,7,6
COCCN(C(=O)CSc1ncn[nH]1)c1c(N)n(Cc2ccccc2)c(=O)[nH]c1=O,-2.8,1,0,-3,0.0,-7,-6,-1
COc1ccc(C(=O)Nc2ccccc2C(=O)N2CCN(c3ccccc3)CC2)cc1,0.1,-2,2,0,0.0,-4,14,-28
CC(=O)C1=C(C)NC(SCc2ccc(C#N)cc2)=C(C#N)C1c1ccco1 (stereo not drawn),x,15,10,-13,0.7,3,-7,7
Cc1noc(C)c1C(=O)N1CCCC(N2CCN(c3cccc(C(F)(F)F)c3)CC2)C1 (stereo not drawn),-0.3,-5,-13,x,0.0,5,2,-13
Cc1ccc(/C=C2\Oc3c(ccc(O)c3CN3CCN(CCO)CC3)C2=O)cc1,0.8,x,16,-10,0.2,-4,3,-3
N#Cc1cccc(NC(=O)COC(=O)CCc2nc3ccccc3c(=O)[nH]2)c1,0.4,-1,-4,6,0.1,0,2,9
Cc1c(Cl)cccc1Nc1n[nH]c(=S)s1,-2.0,0,6,-15,0.0,-2,-15,-9
CCC(=O)N1CC(=O)N2[C@H](CO)[C@H](c3ccc(C#CCc4ccccc4)cc3)[C@H]2C1,3.5,x,x,x,0.3,-2,10,-5

Next part
smiles,F508del corr,ARNT-TACC3 inh,PAX8 inh HTS,EWS-Fli inh,Xi reactivation,DENV2 CPE rescue,ERp5 inh,INS-1E GSIS act
CC(N=C1NS(=O)(=O)c2ccccc21)C(=O)NCc1ccc(F)cc1 (stereo not drawn),1.8,x,x,-2,0.2,6,1,-16
CNC(=O)/C(C#N)=C1\SC(Cc2ccc(F)cc2)C(=O)N1c1ccccc1C (stereo not drawn),-0.2,0,2,-86,0.1,-1,0,-2
CCOC(=O)[C@]12CCCC=C1N(Cc1ccc(Cl)cc1Cl)C(=O)[C@H](CC(=O)NCc1ccccc1)C2,0.6,x,-1,15,-0.1,14,-1,-34
O=C(CSc1ccccn1)Nc1ccc2c(c1)CCC2,-2.8,-2,-62,-16,0.3,1,-1,-4
CNc1cc(F)nc(F)n1,x,-4,-9,x,-0.1,x,x,-2
O=C(Cc1ccccc1F)Nc1ccc(S(=O)(=O)Nc2ncccn2)cc1,2.3,2,-7,-5,0.4,2,3,28
C[C@@H]1CN([C@H](C)CO)C(=O)c2cccc(N(C)C)c2O[C@H]1CN(C)S(=O)(=O)c1cccs1,0.3,1,-2,-17,-0.2,10,-1,-8
C=CCc1cc(Cl)ccc1OCCOCCNCCOC,1.1,-10,31,3,0.0,-4,0,12
